Screening data: PubChem BioAssay, Broad Institute
BL2 CD40 inh = CD40 pathway inhibition in BL2 cells. AID 1053188. BL2 NF-kB luciferase reporter, CD40L-induced, 4 h. inhibition, % at 10 µM. 83,000 compounds, 0.94% hits;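 active = mean inhibition of at least 50% with a set share of replicates also reaching that level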;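 also: 0% = neutral control wells and 100% = IKK inhibitor VII at 50 µM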
* = called active by the depositor; [ ] = another dose, or the depositor's remark.

Start of the listing, in advance:
SMILES	BL2 CD40 inh
COc1ccccc1C(=O)N1c2ccccc2Sc2ccccc21	15
Cc1ccc(-c2csc(C(O)c3ccc(F)cc3)n2)cc1C (stereo unspecified)	-37

The listing, repeating the preview:
SMILES	BL2 CD40 inh
COc1ccccc1C(=O)N1c2ccccc2Sc2ccccc21	15
Cc1ccc(-c2csc(C(O)c3ccc(F)cc3)n2)cc1C (stereo unspecified)	-37
Cc1ccc(C)c(NC(=O)CN(C)C(=O)COc2cccc3c2OC(C)(C)C3)c1	-8
CCN(CC(=O)Nc1c(F)cccc1F)C(=O)CSCC(=O)Nc1cccc(C)c1	-6
CC(=O)Nc1ccc(S(=O)(=O)N2c3ccccc3C(C)=CC2(C)C)cc1	25
C/C(=N\NC(=O)c1csc2ccccc12)c1ccc(O)cc1	-31
OC(COC(c1ccccc1)c1ccccc1)CN1CCN(c2ccccn2)CC1 (stereo unspecified)	4
CCOC(=O)C1CCN(C(=O)c2ccc3c(c2)OCO3)CC1	0
Cc1ccc(S(=O)(=O)N2CC[C@H]3[C@H](CO)Nc4ccc(-c5ccc(C#N)cc5)cc4[C@H]32)cc1	-2[25 µM]
COc1ccc2oc(=O)c(C(=O)Oc3ccc(NC(C)=O)cc3)cc2c1	-1
COc1ccc(-c2csc(/N=C/N(C)C)n2)cc1OC	-44
O=S(=O)(N/N=C/c1cn(Cc2ccccc2)c2ccccc12)c1ccccc1	-78
COCCSc1ccccc1C(=O)Nc1ccc2c(c1)OCO2	-4
CC1(C)C2CCC13CS(=O)(=O)NC3C2 (stereo unspecified)	-1
c1cncc(-c2nc(-c3ccc4c(c3)OCCO4)cs2)c1	-59

Molecules from the list above containing a halogen:
SMILES	BL2 CD40 inh
Cc1ccc(-c2csc(C(O)c3ccc(F)cc3)n2)cc1C (stereo unspecified)	-37
CCN(CC(=O)Nc1c(F)cccc1F)C(=O)CSCC(=O)Nc1cccc(C)c1	-6

The results go on.
SMILES	BL2 CD40 inh
C/C(=N\NC(=O)c1cccc(S(=O)(=O)N2CCCC2)c1)c1ccncc1	-1
Cc1ccc(S(=O)(=O)Cc2sc3ccccc3[n+]2C)cc1	-11
Cc1ccc(C)c(OCCC(=O)OCc2csc(CC(=O)Nc3ccccc3C)n2)c1	12
COc1ccc2c3c(n(C)c2c1)[C@H](CO)N(C)CC31CN(C(=O)Nc2c(C)noc2C)C1	-9[25 µM]
C[C@H]1CN([C@@H](C)CO)C(=O)c2c(c3ccccc3n2C)-c2ccccc2CO[C@H]1CN(C)S(=O)(=O)c1ccc(C#N)cc1	7
Cc1sc2ncn(CC(=O)NCC(=O)N(C)Cc3ccccc3)c(=O)c2c1C	12
C[C@H](CO)N1C[C@H](C)[C@@H](CN(C)Cc2ccc(C(F)(F)F)cc2)OCc2ccccc2-c2c(n(C)c3ccccc23)C1=O	21
C[C@@H]1CN([C@H](C)CO)C(=O)c2c(c3ccccc3n2C)-c2ccccc2CO[C@H]1CN(C)S(=O)(=O)c1ccccc1	19
C[C@H](CO)N1C[C@H](C)[C@@H](CN(C)Cc2ccc(C(=O)Nc3ccccc3N)cc2)Oc2ccc(NC(=O)Cn3cnnn3)cc2C1=O	-2[25 µM]
Nc1nc(-c2cccnc2)nn1C(=O)c1ccc(Cl)cc1	8
Cc1csc(N2CCc3ccccc32)n1	-5
CCN(CC(=O)Nc1c(F)cccc1F)C(=O)c1cccc(S(=O)(=O)NCc2ccccc2)c1	0
CCN(CC)C(=O)COc1cccc2ccccc12	-14
CCCCNC(=O)C1(C)CCCCN1C(=O)c1c(C)noc1C (stereo unspecified)	0
Cc1ccc2c(c1)N(CCC(=O)NCC1COc3ccccc3O1)C(=O)CO2 (stereo unspecified)	3
CCCCCCCSc1nnc(N)s1	-21
CN1C(=O)c2cc(NC(=O)c3cscn3)ccc2OC[C@H]2O[C@H](CC(=O)NCc3ccc(Cl)c(Cl)c3)CC[C@@H]21	27[25 µM]
C[C@@H]1CN([C@@H](C)CO)C(=O)CCCn2nncc2CO[C@H]1CN(C)C(=O)c1ccncc1	-3[25 µM]
COc1cccc(OCC(O)CN2CC(C)CC(C)C2)c1 (stereo unspecified)	7
CCc1cccc(OC2OC(CO)C(O)C(O)C2NC(C)=O)c1 (stereo unspecified)	5
CCN(CC(=O)Nc1c(F)cccc1F)C(=O)Cc1n[nH]c(=O)c2ccccc12	2
Cc1ccc(S(=O)(=O)N2CCN(C(=O)CN3C(=O)NC4(CCCC4)C3=O)CC2)c(C)c1	9
O=C(CN1CCOCC1)N[C@H]1CC[C@@H](CCn2cc(C3CC3)nn2)O[C@H]1CO	-5[25 µM]
CS(=O)(=O)N1CCC(C(=O)O)CC1	-7
CCCCn1c(N)c(N(CC(C)C)C(=O)c2cc3c(s2)CCCCC3)c(=O)[nH]c1=O	-9
CN(CCc1ccccn1)C(=O)CCC1CCCN(C(=O)c2ccccn2)C1 (stereo unspecified)	-5
Cc1cc(C)n(-c2nc3c(c(=O)[nH]c(=O)n3C)n2CCc2ccccc2)n1	10
COc1ccc2c3c(n(C)c2c1)[C@@H](CO)NCC31CN(Cc2ccc(-c3ccccn3)cc2)C1	-13[25 µM]
CCCCc1ccc(C(=O)NC(C(=O)O)C(C)C)cc1 (stereo unspecified)	4
Cc1cccnc1C(NC(=O)C1CCN(Cc2cn(C)c3ccccc23)CC1)c1ccc(Cl)cc1 (stereo unspecified)	23

3 entries picked at random from the list so far, as already listed:
SMILES	BL2 CD40 inh
COc1ccc2c3c(n(C)c2c1)[C@@H](CO)NCC31CN(Cc2ccc(-c3ccccn3)cc2)C1	-13[25 µM]
CCN(CC)C(=O)COc1cccc2ccccc12	-14
C[C@H](CO)N1C[C@H](C)[C@@H](CN(C)Cc2ccc(C(F)(F)F)cc2)OCc2ccccc2-c2c(n(C)c3ccccc23)C1=O	21

The list goes on:
SMILES	BL2 CD40 inh
COc1cc(Cl)ccc1OC1(C)CCN(Cc2ccc(SC)cc2)C1 (stereo unspecified)	1
O=S(=O)(c1ccc(C2CCCCC2)cc1)N1CCOCC1	2
O=C(c1ccccc1)c1ccccc1C(=O)N1CCN(Cc2ccccc2F)CC1	3
O=C(N1CCN(c2ccccn2)CC1)N1c2ccccc2Sc2ccccc21	5
O=C1c2ccccc2C(O)(c2ccccc2)N1C1CC1 (stereo unspecified)	-1
COc1ccc(-c2c(C#N)cnc(C)c2C)c(O)c1OC	-4
O=C(CSc1nc2ncc(Cl)cc2[nH]1)NCCc1ccc(F)cc1	6
CS(=O)(=O)N1[C@H](CO)[C@@H](c2ccc(-c3ccccc3F)cc2)[C@@H]1C#N	-5[25 µM]
O=C(Nc1ccccc1F)N1CC(=O)N2[C@H](C1)[C@@H](c1ccc(-c3cccnc3)cc1)[C@@H]2CO	-3[25 µM]
O=C(COc1cccnc1[N+](=O)[O-])N1CCN(S(=O)(=O)c2ccccc2)CC1	-1
O=C(COC(=O)c1ccccc1Br)Nc1cccnc1Cl	3
O=C(NC1CCCCC1)c1cccc(N2C(=O)CCC2=O)c1	4
O=C(c1cccc(F)c1)N1CC[C@@H]2[C@H](CO)Nc3ccc(C#Cc4cccc(F)c4)cc3[C@@H]21	-17
C[C@@H]1CN([C@H](C)CO)C(=O)c2c(c3ccccc3n2C)-c2ccccc2CO[C@H]1CN(C)Cc1ccncc1	8
Cc1cc(C)n(CCCC(=O)O)n1	2
Nc1cccc(CCc2nc3cc4ccccc4cc3[nH]2)c1	-86
COc1ccccc1-c1ccc([C@H]2[C@@H](C#N)N(C(=O)C3CCC3)[C@H]2CO)cc1	-22
O=C(Nc1cccc([N+](=O)[O-])c1)c1ccn[nH]1	-44
C[C@H](CO)N1C[C@H](C)[C@@H](CN(C)S(=O)(=O)c2ccc(C(F)(F)F)cc2)OCc2ccccc2-c2c(n(C)c3ccccc23)C1=O	15
Cc1ccc(OCC(=O)Nc2sc3c(c2C#N)CCC3)cc1	-26
COc1cccc(C#Cc2ccc([C@@H]3[C@@H](C#N)N(C(=O)c4ccccn4)[C@H]3CO)cc2)c1	-23[25 µM]
Cc1noc(C)c1S(=O)(=O)N(C)C[C@H]1OCc2ccccc2-c2c(n(C)c3ccccc23)C(=O)N([C@@H](C)CO)C[C@H]1C	65*[25 µM]
CC1(C)Cc2c(sc(/N=C/N3CCCC3)c2C#N)C(C)(C)N1	0
Cc1ccc(-n2nc(C)c(/C=N/n3c(C)n[nH]c3=S)c2Cl)cc1	-24
COc1ccc(NC(=O)C2CCCN(c3nc(C)cc(C)n3)C2)cc1 (stereo unspecified)	13
COc1ccc(S(=O)(=O)Nc2cccc3c2O[C@@H](CN(C)CC2CCCCC2)[C@H](C)CN([C@H](C)CO)C3=O)cc1	-3[25 µM]
N#Cc1ccc(-c2ccc([C@@H]3[C@H](CO)N4CCCCN(C(=O)Nc5ccc(F)cc5)C[C@@H]34)cc2)cc1	-2[25 µM]
CC(=O)Nc1ccc(-c2csc(NC(=O)Nc3ccccc3)n2)cc1	-27
O=C1C(C23CC4CC(CC(C4)C2)C3)C(=O)N(c2ccccc2)N1c1ccccc1	7
COc1cc2c(cc1OC)CN(C(=O)CCN1C(=O)C3CCCCC3C1=O)CC2 (stereo unspecified)	4

4 of the compounds above, as comma-separated lines:
SMILES,BL2 CD40 inh
Cc1ccc(S(=O)(=O)N2CCN(C(=O)CN3C(=O)NC4(CCCC4)C3=O)CC2)c(C)c1,9
O=C(CN1CCOCC1)N[C@H]1CC[C@@H](CCn2cc(C3CC3)nn2)O[C@H]1CO,-5[25 µM]
CS(=O)(=O)N1CCC(C(=O)O)CC1,-7
CCCCn1c(N)c(N(CC(C)C)C(=O)c2cc3c(s2)CCCCC3)c(=O)[nH]c1=O,-9

Other records
SMILES	BL2 CD40 inh
Cc1ccc(C)c(S(=O)(=O)/N=C(/Nc2ccccc2)c2ccccc2)c1	0
N#C[C@@H]1[C@@H](c2ccccc2-c2cccc(F)c2)[C@H](CO)N1C(=O)Cc1cccnc1	0[25 µM]
Cc1oc(C2CC2)cc1C(=O)O	8
CO[C@@H]1CN(C)C(=O)c2ccc(NC(=O)C3CCCC3)cc2OC[C@H](C)N(CC2CC2)C[C@H]1C	-4
COc1ccc(CNC(=O)N[C@H](C(=O)O)C(C)C)cc1OC	0
Cc1c(C(=O)N2CCN(C3CCS(=O)(=O)C3)CC2)oc2c(F)cccc12 (stereo unspecified)	6
O=C(NCC1COc2ccccc2O1)c1ccc(-n2cncn2)c([N+](=O)[O-])c1 (stereo unspecified)	0
CCCC#Cc1ccc([C@H]2[C@@H](C#N)N(C(=O)C3CCC3)[C@H]2CO)cc1	11
Cc1ccc(N2C(=O)c3ccccc3C2=O)cc1C	-42
CCOC(=O)c1oc2ccc(CNCCO)c(Cl)c2c1C	-92
CN(c1ccccc1)S(=O)(=O)c1cccc(C(=O)OCC(=O)NCc2ccco2)c1	-15
N#CC1=C(N)N2C(=C(C#N)C13CCCC3)Nc1ccccc12	-29
Cc1ccc(NC(=O)CN(C)C(=O)c2cc(-c3ccccc3)nn2-c2ccccc2)cc1	2
CC1C(=O)N2CCCc3cc(NC(=O)c4ccccc4F)cc1c32 (stereo unspecified)	-3
Cc1ccc2nc(-c3ccccc3)c(CN3CCOCC3)n2c1	3
CCOc1ccc(Br)cc1S(=O)(=O)Nc1ccc(S(=O)(=O)Nc2cc(C)on2)cc1	-4
O=C(CN1CCN(S(=O)(=O)c2ccc3ccccc3c2)CC1)Nc1ccc2c(c1)CCC2	-2
O=C(C1CCOCC1)N1CCC(CO)(CCc2ccccc2)CC1	2
CCOC(=O)c1sc(=S)[nH]c1C	-3
COC(=O)N/N=C/c1cccc(OCCSc2ccc(Cl)cc2)c1	-31
O=C(C[C@H]1C[C@@H]2c3cc(NC(=O)C4CCOCC4)ccc3O[C@@H]2[C@H](CO)O1)NCc1cccnc1	-7[25 µM]
O=c1[nH]c2ccc(S(=O)(=O)N3CCN(Cc4ccccc4)CC3)cc2[nH]c1=O	-3
CC(=O)c1c(C)[nH]c(C(=O)OCc2ccccc2)c1C	-6
COc1cc(OC)cc(C(=O)NNC(=O)c2nn(C)c(=O)c3ccccc23)c1	4
CCOC(=O)C1=C(COC(=O)c2cccnc2SC)NC(=O)NC1C (stereo unspecified)	0
CC(=O)c1ccc(OCC(=O)Nc2c(C)nn(-c3ccccc3)c2C)cc1	4
CC(Oc1ccccc1F)C(=O)NNC(=O)c1cccc(S(=O)(=O)N2CCN(C)CC2)c1 (stereo unspecified)	-1
C[C@H](NC(=O)C[C@@H]1CC[C@@H]2[C@H](COc3ccc(NS(=O)(=O)c4ccc(Cl)cc4)cc3C(=O)N2C)O1)c1ccccc1	17[25 µM]
CC(CC(=O)Nc1ccccc1)NCCCN1CCCC1=O (stereo unspecified)	1
COc1ccc(NC(=O)CSc2nnc(C3CC3)n2N)cc1	4
CCOC(=O)CCC(=O)Nc1ccc([N+](=O)[O-])cc1C	2
COc1ccccc1C1CC(c2ccc(Br)cc2)=NN1C(=O)c1cccnc1 (stereo unspecified)	3
COCC1CCN(C(=O)c2cc(COc3ccc4c(c3)CCCC4)on2)C1 (stereo unspecified)	-8
COCCNC(=O)C1(C)CCN(C(=O)c2cccnc2Oc2ccccc2)C1 (stereo unspecified)	10
Cc1ccc(NC(=O)CSc2nc(O)c(Cc3ccccc3)c(=O)n2-c2ccccc2)cc1	-88
COc1ccc(OC)c(NC(=O)C2(C)CCN2C(C)C)c1 (stereo unspecified)	7
O=C(NC1CCCCCCC1)c1ccc(F)c(S(=O)(=O)N2CCOCC2)c1	-13
COCCNC(=S)N(C)C1(c2ccccc2Cl)CCCCC1=O (stereo unspecified)	20
COc1ccnc(Oc2ccc(F)cc2)c1C(=O)N/C=N/OCc1ccc(Cl)cc1Cl	7
O=C(COc1ccccc1[N+](=O)[O-])NCC1COc2ccccc2O1 (stereo unspecified)	1

Some of the compounds tested; count on the stated rates, not on these rows.
